Screens from PubChem.
Exocytosis inh: blocks lytic granule exocytosis; 0.66% of 360,000 active; TALL-104 LAMP-1 surface exposure, flow cytometry; cells stimulated with thapsigargin and PMA; inhibition, % at 10 µM; AID 651702;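 active = inhibition above about 55%, limit read from the data; inconclusive = no clear call, values can overlap the other calls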
aDG glyco act: alpha-DG glycosylation activation; Pro5-aDG cells, alpha-DG glycosylation AlphaScreen (IIH6); 0% Pro5, 100% B10-LARGE cell signal; activation, % at 10 µM; 0.22% of 360,000 active; AID 624168;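 active = activation of at least 8% versus controls, or a plate z-score of at least 8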;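 note: Pro5 are CHO cells carrying HIG-tagged alpha-DG that lacks glycosylation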
Glyco luc inh: blocks N-linked glycosylation in D54 reporter cells; D54 ERlucT glycosylation luciferase reporter, 24 h; percent of 100 nM tunicamycin response; reporter increase, % at 12.5 µM; 0.23% of 360,000 active; AID 588692;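 active = mean luciferase reporter signal, scaled so untreated is 0 and the glycosylation-blocking control 100, at or above a set limit in every replicate; inconclusive = mean reaches the limit but not every replicate does; inactive = mean below the limit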;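 note: luciferase carries N-glycosylation sites so blocking glycosylation raises the light; 0% = median of neutral control wells and 100% = median of 100 nM tunicamycin wells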
Vif inh: inhibitors of HIV Vif. HEK293T cells, Vif self-association by quenched fluorescence, imaging, 24 h. inhibition, % at 7.49 µM. 0.35% of 340,000 active; in the data active = inhibition above about 50%, passing the limit was not always enough; inconclusive = no clear call, values can overlap the other calls; inactive = below about 31%; note: some results filed as inactive read as strong as hits
NOD2-RIPK2 inh: inhibitors of human NOD2-RIPK2 interaction; inhibition, % at 4.98 µM; O43353; 0.38% of 360,000 active; CHO BLA complementation NOD2-RIPK2, CCF4 ratio; in the data active = inhibition above about 21%;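 note: 0% = vehicle only and 100% = reference blocker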
Target sequence (O43353 whole entry, looked up): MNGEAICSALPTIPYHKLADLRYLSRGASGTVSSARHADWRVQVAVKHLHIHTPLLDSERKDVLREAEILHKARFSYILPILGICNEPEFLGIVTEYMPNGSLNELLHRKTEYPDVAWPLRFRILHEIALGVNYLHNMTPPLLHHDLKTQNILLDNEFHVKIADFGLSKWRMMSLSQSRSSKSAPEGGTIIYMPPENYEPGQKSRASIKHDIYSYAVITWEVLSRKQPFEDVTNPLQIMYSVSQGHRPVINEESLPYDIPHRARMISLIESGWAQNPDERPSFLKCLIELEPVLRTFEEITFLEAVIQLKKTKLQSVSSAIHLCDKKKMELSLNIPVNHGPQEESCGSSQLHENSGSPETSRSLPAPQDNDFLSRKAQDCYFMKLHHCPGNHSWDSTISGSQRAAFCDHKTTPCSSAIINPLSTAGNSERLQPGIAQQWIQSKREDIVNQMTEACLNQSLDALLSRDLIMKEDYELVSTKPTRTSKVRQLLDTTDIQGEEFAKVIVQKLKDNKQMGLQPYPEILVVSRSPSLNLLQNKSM
ABHD5 PLIN5 PPI: ABHD5-PLIN5 protein interaction inhibition | inhibition, % at 4 µM | AID 602281 | 0.78% of 360,000 active | Split G. princeps luciferase complementation, luminescence, 4 h;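 active = inhibition above the mean inhibition across every tested compound plus 3 SD, cut at about 22% in these data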;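 note: 0% = DMSO only wells and the 100% control is not disclosed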
MC4R antag cAMP: human MC4R antagonism in cAMP assay; P32245; MC4R-expressing cells, MTII-stimulated cAMP, LANCE TR-FRET; inhibition, % at 6.5 µM; 0.48% of 360,000 active;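 active = inhibition above its plate's cutoff, the mean of tested wells on that plate plus 3 SD, cut at about 29% in these data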;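 note: 0% = Melanotan II alone and 100% = Melanotan II plus saturating MCL0020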
Target sequence (P32245 whole entry, looked up): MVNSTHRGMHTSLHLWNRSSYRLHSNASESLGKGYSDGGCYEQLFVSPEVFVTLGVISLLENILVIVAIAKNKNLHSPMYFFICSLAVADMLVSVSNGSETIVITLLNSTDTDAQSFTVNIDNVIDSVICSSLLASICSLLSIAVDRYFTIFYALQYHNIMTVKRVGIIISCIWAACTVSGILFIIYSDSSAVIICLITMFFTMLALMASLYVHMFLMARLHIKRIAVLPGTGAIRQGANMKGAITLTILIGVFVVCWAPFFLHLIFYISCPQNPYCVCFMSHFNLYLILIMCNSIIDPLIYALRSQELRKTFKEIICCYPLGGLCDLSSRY
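Assay system: U2OS cells stably expressing human melanocortin 4 receptor (MC4R) / Dosing: 6.5 µM / Timing: compound 30 min, challenge 1 h, detection 1 h / Measured by: Eu-cAMP/anti-cAMP TR-FRET, emission 671 nm / Replicates: singlicate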
TLR9-MyD88 inh: blocks human TLR9 binding to MyD88; Q9NR96+Q99836; CHO BLA complementation TLR9-MyD88, CCF4 FRET ratio; inhibition, % at 4.98 µM; 0.21% of 340,000 active;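 active = inhibition above the mean over all tested compounds plus 3 SD, cut at about 21% in these data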;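 note: 0% = DMSO only wells and 100% = clavulanate BLA inhibitor control wells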
ABCB6 inh MLPCN: blocks the human ABCB6 transporter. fluorescence ratio to DMSO, % at 10 µM. K562-ABCB6 porphyrin accumulation, flow cytometry, 1 h; active compounds read low. Q9NP58. 0.19% of 360,000 active;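 active = fluorescence ratio to DMSO below 75%, the collection mean minus 3 SD; inconclusive = too few cells collected in the well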;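 note: signal is porphyrin accumulated inside mitochondria; 100% equals median channel fluorescence of DMSO control wells; lower ratio means ABCB6 inhibition with less porphyrin fluorescence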
MC4R ag barr: activates human MC4R beta-arrestin recruitment. P32245. U2OS MC4R beta-arrestin complementation, luminescence; percent of melanotan II response, DMSO zero. activation, % at 8.9 µM. 0.98% of 360,000 active. AID 540308;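 active = activation above a per-plate cutoff, the mean activation of sample wells on that plate plus 3 SD, cut at about 8% in these data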
Numbers without * were called inactive; u = inconclusive; x = not tested or not shown. Not all compounds are listed (hit frequency here may not be typical).

aDG glyco act	Glyco luc inh	Vif inh	ABHD5 PLIN5 PPI	TLR9-MyD88 inh	MC4R ag barr	ABCB6 inh MLPCN	Exocytosis inh	MC4R antag cAMP	NOD2-RIPK2 inh	canonical_smiles
-0.1	-6	-2	-6	4	-3.2	98	0	2	-7	O=C(C1CCCCN1S(=O)(=O)c1ccccc1)N1CCN(C(c2ccccc2)c2ccccc2)CC1 (stereo not given)
-0.2	3	2	1	1	-3.4	102	-4	4	2	Cc1cccc(-c2nc3sc(C)cc3c(=O)o2)c1
-0.4	1	-1	4	-3	-0.8	99	1	3	-3	O=C(NCc1cccs1)c1ccncc1
0.0	0	-3	3	-9	0.3	97	0	13	-11	CCOC(=O)C1CCN(c2c(NCc3ccc(N(C)C)cc3)c(=O)c2=O)CC1
0.2	-2	-2	4	4	0.1	98	-2	-3	-4	O=C(Cc1cccc2ccccc12)N/N=C/c1ccc(O)c([N+](=O)[O-])c1
0.0	1	9	-8	7	-1.2	94	-8	1	-4	O=C(O)[C@H](Cc1ccccc1)Nc1ccc([N+](=O)[O-])cn1
-0.1	0	-3	-1	x	-1.0	94	12	3	-3	OCCN1CCN(c2ncnc3c2ncn3[C@H]2CN(Cc3ccncc3)C[C@@H](CO)O2)CC1
-0.3	1	u	1	-10	0.5	93	0	11	-7	O=c1cc(-c2ccccc2)nc2nc(-c3ccccc3)[nH]n12
-0.1	2	-1	-6	4	-2.3	96	0	-8	1	Cc1cccc(OCC(=O)N/N=C/c2sc(=O)n(Cc3cccc(C(=O)O)c3)c2Cl)c1
0.5	-1	0	-1	1	0.1	99	-5	4	-3	COc1ccc(C2C(C(=O)c3ccco3)=C(O)C(=O)N2CC2CCCO2)cc1 (stereo not given)
0.1	-1	-12	-4	1	0.2	68*	-1	2	1	COc1ccc(S(=O)(=O)N(Cc2nc3ccccc3c(=O)[nH]2)C2CCCC2)cc1
-0.2	1	x	5	x	x	102	-6	x	0	CC(C)(C)n1nnnc1C(C1CC1)N1CCN(C/C=C/c2ccccc2)CC1 (stereo not given)
0.4	-4	7	10	0	3.9	99	-5	-4	1	O=S(Cc1ccc(Br)cc1)Cc1nnc(SCc2c(F)cccc2Cl)n1-c1ccccc1 (stereo not given)
-0.1	-3	-7	2	-7	1.6	99	1	6	-9	O=C(CC(Cc1ccccc1)c1ccco1)NC1CCCCC1 (stereo not given)
0.1	14	-5	-7	-1	-0.7	98	2	2	2	CCOC(=O)c1oc2ccccc2c1NC(=O)c1cccc(OC)c1OC
0.0	1	4	-5	x	-0.8	100	8	15	-2	CC1(C(=O)O)CCCN1C(=O)c1ccc(Cl)cc1Cl (stereo not given)
-0.1	3	-1	-2	2	1.4	99	-1	14	1	COc1cc(OC)cc(C(=O)Nc2nc3ccccc3[nH]2)c1
-0.2	0	-6	-5	8	-3.0	96	1	17	-5	CC(C)Cc1c2c([nH]c(=S)c1C#N)CCCC2
-0.4	7	2	2	-2	-2.3	105	0	7	-10	CCOC(=O)c1[nH]c(C)c(C(=O)N2CCc3c([nH]c4ccccc34)C2c2ccccn2)c1C (stereo not given)
-0.2	1	9	-1	-10	-0.1	97	-1	4	8	CCOC(=O)CC(=O)CSC1=C(C#N)C(c2ccccc2OC)CC(=O)N1 (stereo not given)

Carrying on.
aDG glyco act	Glyco luc inh	Vif inh	ABHD5 PLIN5 PPI	TLR9-MyD88 inh	MC4R ag barr	ABCB6 inh MLPCN	Exocytosis inh	MC4R antag cAMP	NOD2-RIPK2 inh	canonical_smiles
0.0	1	17	2	0	0.9	98	3	-4	9	CSC1=NCCN1C(=O)Cc1cccs1
-0.1	0	5	-3	-2	-0.4	94	-5	2	-16	NC(=O)c1ccc(-n2nnnc2SCC(=O)Nc2ccccc2F)cc1
-0.2	3	3	0	-5	0.5	98	-2	8	-1	CC(C)NC(=O)c1onc(CSc2ccc(F)c(F)c2)c1C(=O)NC(C)C
0.0	3	15	0	1	-2.6	96	0	12	-5	CC(=O)Oc1cccc(N2C(=O)C3CC=CCC3C2=O)c1 (stereo not given)
0.0	1	-2	0	1	-2.0	96	-7	6	-3	S=c1nc(-c2ccccc2)n(-c2ccccc2)[nH]1
-0.2	-4	-3	3	-3	-1.7	105	-4	0	3	CC(c1ccc(F)cc1)n1cc(S(=O)(=O)N2CCCC2)ccc1=O (stereo not given)
0.0	2	-6	14	2	-0.7	94	-8	6	-3	O=C1OC[C@@H]2CCCN2C(=O)[C@H](CC(=O)N(CCO)Cc2ccccc2)C/C=C\C[C@H]1Cc1ccc(F)cc1
-0.2	-2	12	0	-4	-3.5	98	0	-4	-3	O=C(C[n+]1cccc(C(=O)N/N=C/c2cccc([N+](=O)[O-])c2)c1)c1ccccc1
-0.1	0	x	2	2	1.4	99	-2	7	-5	COc1cc(C(NC=O)C(=O)Nc2c(C)cccc2C)ccc1O (stereo not given)
0.0	1	0	0	-2	0.2	89	1	4	-3	O=C(CSc1ccc2c(c1)OCCO2)NCc1ccco1
-0.1	3	-1	4	14	0.6	101	-2	-1	-11	COc1ccc(CC(=O)NC(C)c2nnc(SCCC(=O)Nc3ccccc3)n2C)cc1 (stereo not given)
0.0	3	-7	2	-15	-0.7	98	-7	9	0	COc1ccc(/C=N/NC(=O)CCc2nc3ccccc3[nH]2)cc1
0.0	-3	-16	9	x	-1.6	101	0	4	-13	CN(C)c1ccc(CC(=O)N2CCCC(c3cc(C(=O)Nc4ccc5c(c4)OCO5)no3)C2)cc1 (stereo not given)
-0.1	1	0	7	2	1.8	99	6	7	-11	CN1CCN(c2nc3c(c(=O)[nH]c(=O)n3C)n2CCSc2nnnn2-c2ccccc2)CC1
-0.4	-1	0	-7	x	x	99	-12	x	4	O=c1cc(CCc2ccccc2)[nH]c(=O)[nH]1
-0.2	-3	-13	3	13	-0.7	735	13	8	-4	Cc1ccc(-c2nn(-c3ccccc3)cc2C(=O)Nc2cccc(S(=O)(=O)NC3=NCCC3)c2)cc1
0.0	1	0	0	-13	0.1	99	-4	17	-3	COc1cccc(CN2CCN(Cc3cc(OC)c(OC)cc3OC)CC2)c1
-0.2	1	-2	0	-9	-1.0	100	-2	-3	-5	O=C(Cn1nc(C(F)(F)F)c2c1CCCC2)NCc1ccco1
-0.2	0	41	-2	-6	-2.2	97	6	-6	-9	O=C(Nc1cccnc1)c1ccc(F)cc1
-0.2	0	2	0	6	-1.6	98	0	10	-17	CCc1noc(C)c1C(=O)N1CCCC(C(=O)c2cc(F)ccc2F)C1 (stereo not given)

Record cards, from the list above.
Results for COc1ccc(CC(=O)NC(C)c2nnc(SCCC(=O)Nc3ccccc3)n2C)cc1 (stereo not given) : aDG glyco act: -0.1; Glyco luc inh: 3; Vif inh: -1; ABHD5 PLIN5 PPI: 4; TLR9-MyD88 inh: 14; MC4R ag barr: 0.6; ABCB6 inh MLPCN: 101; Exocytosis inh: -2; MC4R antag cAMP: -1; NOD2-RIPK2 inh: -11
Results for O=c1cc(CCc2ccccc2)[nH]c(=O)[nH]1 : aDG glyco act: -0.4; Glyco luc inh: -1; Vif inh: 0; ABHD5 PLIN5 PPI: -7; TLR9-MyD88 inh: x; MC4R ag barr: x; ABCB6 inh MLPCN: 99; Exocytosis inh: -12; MC4R antag cAMP: x; NOD2-RIPK2 inh: 4

The list goes on:
aDG glyco act	Glyco luc inh	Vif inh	ABHD5 PLIN5 PPI	TLR9-MyD88 inh	MC4R ag barr	ABCB6 inh MLPCN	Exocytosis inh	MC4R antag cAMP	NOD2-RIPK2 inh	canonical_smiles
0.1	4	-10	18	7	-2.6	99	0	-3	2	N#Cc1ccccc1NC1=CC(=O)CCC1
0.4	0	-6	-9	0	-0.9	100	-2	-6	3	Cc1cccc([N+](=O)[O-])c1NC(=O)COC(=O)C1CC2CCCC(C1)C2=O (stereo not given)
0.2	2	-2	-1	-3	2.0	90	2	-4	1	CCOCCOC(=O)c1ccc(-n2cncn2)nc1
-0.1	0	8	-7	10	1.2	101	1	-1	-2	CCCCn1c(N)c(N(CCC(C)C)C(=O)C2CC(=O)N(CCc3ccc(OC)c(OC)c3)C2)c(=O)[nH]c1=O (stereo not given)
-0.2	x	x	-2	x	x	126	-2	x	-7	N#CCCCc1cn(-c2nc3ccccc3s2)nn1
0.1	-1	9	-6	3	-1.2	99	10	4	4	COc1ccc(S(=O)(=O)N(C)CC(=O)NCCCN2CCOCC2)cc1C
0.1	1	3	-10	x	-0.2	97	5	0	-20	CCc1nc2c(OCC(=O)C(C)(C)C)cccn2c1N(C)C(=O)C1CC1
-0.2	1	-14	0	-1	-1.9	103	16	5	-2	N/C(Cc1ccccc1Sc1ccccc1)=N\O
-0.9	0	9	-15	-16	-3.1	102	0	10	-5	CC(C(=O)Nc1ccc(O)cc1C(=O)O)N1C(=O)/C(=C\c2cccs2)SC1=S (stereo not given)
0.0	0	-16	-3	0	-0.1	98	-8	5	-3	O=C(COC(=O)/C=C/c1ccc([N+](=O)[O-])cc1)NCc1ccco1
-0.2	1	1	5	-4	-0.8	100	-3	9	-4	CCc1nnc(NS(=O)(=O)c2ccc(N3C(=O)c4ccccc4C3=O)cc2)s1
0.1	-1	1	-1	x	-0.8	96	-14	2	-5	CCCCN(C)c1c(C)nc2ccc(C(=O)N(C)Cc3ccco3)cn12
0.0	-7	x	-6	5	2.1	89	1	9	-2	Cc1cc(N2C3CCC2CC(O)(c2ccc(F)cc2)C3)nc(-c2ccccc2)n1 (stereo not given)
0.6	20	-5	-8	1	-0.2	98	-2	-43	16	CC(=O)Nc1ccc2nc3ccccc3nc2c1
0.3	-2	4	8	3	1.6	99	44	6	-6	COC(=O)c1ccc(OC)c(CN2CCCN(Cc3ccc(F)cc3)S2(=O)=O)c1
-0.2	1	1	-1	-1	-1.3	98	-3	2	-1	COc1ccc(N2C(N)=NC(N)=NC2(C)C)cc1
-0.2	-7	-20	-4	-1	2.3	90	-3	3	-8	Cc1nc(N2CCCCC2C)c2c(C)c(C(=O)Nc3cccc(C(F)(F)F)c3)sc2n1 (stereo not given)
